b-catenin transl = alters nuclear translocation of beta-catenin in HeLa cells; immunofluorescence imaging; nuclear translocation activity, % at 5 µM; 0.3% of 190,000 active; AID 1665;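 active = nuclear translocation activity above 50% at 5 µM, with a well cell count of 50 or more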;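 note: per-cell ratio of nuclear to cytoplasmic median beta-catenin stain intensity; plate controls were DMSO negative control for no effect and GSK-3 inhibitor IX positive control for full effect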
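Test system: human HeLa cells, endogenous beta-catenin. Times: 24 h compound exposure, 37°C. Measured by: beta-catenin immunofluorescence imaging with DAPI.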
M17LAP inhibition = P. falciparum M17LAP inhibitors, primary screen, biochemical, fluorogenic H-Leu-NHMec substrate, 1536-well (AID 1619); recombinant M17LAP, H-Leu-NHMec fluorogenic kinetic assay; higher % means a stronger effect; inhibition, % at 30 µM; hits with a dose series show IC50 in µM; 0.38% of 220,000 active;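 active = compound inhibiting the enzyme by more than half at any dose during confirmatory dose-response retesting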;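 note: plate controls were full reaction with DMSO carrier for no effect and no enzyme background for full effect; strong numbers were not always called active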
Yfh1-off respiration = enhancers of respiration in Yfh1-depleted yeast, dose response, Friedreich's ataxia, plus single-dose screen (AID 1465) | fold induction at 50 µM, or EC50 in µM where a hit was titrated | S. cerevisiae Yfh1-off respiration, WST-1 reduction, 72 h; higher fold induction means a stronger effect | 0.074% of 220,000 active;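 active = fold induction of absorbance versus untreated yeast above a set limit, then at least 30% activation at any dose in follow-up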;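 note: activators that raise dye reduction in frataxin-depleted yeast; strong numbers were not always called active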
T cell HTS = T cell immune modulation candidate; 2C CD8+ T cell-vesicle binding, flow cytometry; stronger effect = lower value; calls only at 7 µM; 0.068% of 330,000 active;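 active = response, share of CD8 T cells binding vesicles, and their 90th percentile fluorescence all below set limits, cut at about 80% in these data, passing the limit was not always enough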
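incubation = binding step 1.5 h, 37 °C, antibody labelling 20 min, ice | test system = 2C mouse CD8+ T cells | read-out basis = percent CD8+ FL2 mean versus row control | controls = Peptide-free naked vesicles (low) and QL9 vesicles with 0.7% DMSO vehicle (high) | detection = flow cytometry of vesicle-bound cells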
MT stabilize HCS = microtubule stabilization, imaging screen; % tubulin-high responders, % at 10 µM; 0.83% of 200,000 active; HeLa tubulin immunostaining HCS, 24 h; share of cells brighter than vehicle mean+2SD; AID 2205;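 active = plate Z-score above 3 for both tubulin-high and condensed-nucleus cell shares, with cell loss under 80%, at 10 µM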;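 note: anti alpha tubulin signal scored within the nucleus-defined area of each cell; some results filed as inactive read as strong as hits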
P. falciparum M1AAP = P. falciparum M1AAP inhibitors, biochemical, fluorogenic H-Leu-NHMec substrate, 1536-well (AID 1445). recombinant M1AAP, H-Leu-NHMec fluorogenic kinetic assay; higher % means a stronger effect. one-dose inhibition, % at 30 µM; IC50 in µM for titrated hits. 0.42% of 220,000 active;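 active = primary inhibition above the hit cutoff, then over 50% inhibition at one or more dose response concentrations, cut at about 23% in these data, passing the limit was not always enough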;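 note: plate controls were DMSO full reaction for no effect and no enzyme background for full effect; strong numbers were not always called active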
WT yeast gro inh = growth inhibition of WT yeast, mitochondrial fusion screen | mitochondrial fusion phenotypic screen, WT strain | inhibition, % at 10 µM | 2.1% of 190,000 active | AID 1362; in the data active = inhibition above about 58%; tested in S. cerevisiae
Autophagy mod = autophagy modulation, high-content screen | MEF GFP-LC3 puncta imaging; test concentration mostly 10 µM | calls only at 10 µM (by protocol) | 0.98% of 190,000 active | AID 463193;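 active = percentage of spot-positive cells more than 3 SD above its plate mean, without a fluorescence outlier flag or 80% toxicity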;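 note: spot-positive cell cutoff set from DMSO-treated cells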
Dynein transport = blocks dynein driven cargo transport along microtubules | 3617.4 mouse cells, GR-EGFP nuclear translocation imaging; test concentration mostly 20 µM; stimulated with dexamethasone, 1 µM; stronger effect = lower value | z-score, hits read low | 0.47% of 220,000 active;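 active = plate z-score of nuclear minus cytoplasmic receptor signal below a set negative limit, without overly bright fluorescence or cell loss, cut at about -3.5 in these data, passing the limit was not always enough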;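 note: z-score of nuclear minus cytoplasmic ring GR-EGFP intensity difference per well; some compounds called inactive have numbers as strong as hits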
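Also added: dexamethasone, 1.0 µM final. Medium: tet-free, stripped-serum medium. Detection: fixed, Hoechst-stained cells imaged at 10x for EGFP. Read-out: nuclear-to-cytoplasmic GR-EGFP distribution per well. Times: induction 48 h, compound 1 h, agonist 30 min.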
WT yeast gro inh mutant strain = further read-out of WT yeast gro inh, marked with its call; inhibition, %; mitochondrial fusion phenotypic screen, mutant strain inhibition
Dynein transport cytoplasmic EGFP = also measured in Dynein transport; calls as there; z-score; measured here: cytoplasmic GR-EGFP intensity; stronger effect = higher value
Dynein transport nuclear GR-EGFP = second read-out of Dynein transport, no call of its own (marks repeat the call); z-score; measured here: nuclear GR-EGFP intensity;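 lower value marks the stronger effect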
Dynein transport cell count = also measured in Dynein transport; calls as there; z-score; measured here: cell count per field
b-catenin transl cell count 5 µM = further read-out of b-catenin transl, marked with its call; cell count; measured here: cell count, cytotoxicity flag
T cell HTS vesicle-bound % = second read-out of T cell HTS, no call of its own (marks repeat the call); double positive events, %; measured here: CD8+ vesicle-bound cell fraction;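 binding gate set so that unloaded-vesicle control wells show 10% double positive cells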
MT stabilize HCS Hoechst-high % = second read-out of MT stabilize HCS, no call of its own (marks repeat the call); % Hoechst-high responders; measured here: nuclear condensation Hoechst responders;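 share of cells brighter than vehicle mean plus two SD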
MT stabilize HCS cytotoxicity % = also measured in MT stabilize HCS; calls as there; toxicity, %; measured here: cytotoxicity by cell density;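 0% = mean cell density of plate MIN control wells and 100% = no cells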
Autophagy mod cell loss 18 h = further read-out of Autophagy mod, marked with its call; toxicity, %; measured here: cell loss, nuclei count;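 cell loss after 18 h compound exposure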
An asterisk follows results filed as active. Rows were taken by chance; overall some 4.4% were active at least once.

How did CCOc1ccc(S(=O)(=O)N(C)c2ccc(OCC(=O)Nc3nccs3)cc2)cc1 do in these assays?
b-catenin transl: -3.4; M17LAP inhibition: -3%; Yfh1-off respiration: inactive; T cell HTS: inactive; MT stabilize HCS: 1.9; P. falciparum M1AAP: 3%; WT yeast gro inh: 10; Autophagy mod: inactive; Dynein transport: 1.4; WT yeast gro inh mutant strain: 3; Dynein transport cytoplasmic EGFP: -0.34; Dynein transport nuclear GR-EGFP: 0.22; Dynein transport cell count: -0.55; b-catenin transl cell count 5 µM: 1001; T cell HTS vesicle-bound %: 10; MT stabilize HCS Hoechst-high %: 2.6; MT stabilize HCS cytotoxicity %: 7.6; Autophagy mod cell loss 18 h: 0

What do the screens show for `CNc1nc2ccccc2n1/N=C/c1cccc(OC)c1OC`?
b-catenin transl: 1.7; M17LAP inhibition: -13%; Yfh1-off respiration: inactive; T cell HTS: inactive; MT stabilize HCS: 2.5; P. falciparum M1AAP: 10%; WT yeast gro inh: 5; Autophagy mod: inactive; Dynein transport: 1.1; WT yeast gro inh mutant strain: -20; Dynein transport cytoplasmic EGFP: 0.0041; Dynein transport nuclear GR-EGFP: -0.46; Dynein transport cell count: 0.11; b-catenin transl cell count 5 µM: 1255; T cell HTS vesicle-bound %: 31; MT stabilize HCS Hoechst-high %: 1.6; MT stabilize HCS cytotoxicity %: 3.0; Autophagy mod cell loss 18 h: -6

Results for O=[N+]([O-])c1ccc(N2CCCCCC2)c([N+](=O)[O-])c1 ?
b-catenin transl: -0.7; M17LAP inhibition: 9%; Yfh1-off respiration: inactive; T cell HTS: inactive; MT stabilize HCS: 3.0; P. falciparum M1AAP: 9%; WT yeast gro inh: 20; Autophagy mod: inactive; Dynein transport: -0.86; WT yeast gro inh mutant strain: 28; Dynein transport cytoplasmic EGFP: -0.34; Dynein transport nuclear GR-EGFP: -0.5; Dynein transport cell count: 0.49; b-catenin transl cell count 5 µM: 1047; T cell HTS vesicle-bound %: 16; MT stabilize HCS Hoechst-high %: 2.0; MT stabilize HCS cytotoxicity %: 8.2; Autophagy mod cell loss 18 h: 7

Results for Cc1nn(Cc2c(Cl)cccc2Cl)c(C)c1NC(=O)CCCn1nc(C)c([N+](=O)[O-])c1C ?
M17LAP inhibition: -7%; Yfh1-off respiration: inactive; T cell HTS: inactive; MT stabilize HCS: 1.5; P. falciparum M1AAP: 1%; WT yeast gro inh: -1; Autophagy mod: inactive; Dynein transport: -0.51; WT yeast gro inh mutant strain: -3; Dynein transport cytoplasmic EGFP: -0.32; Dynein transport nuclear GR-EGFP: -0.73; Dynein transport cell count: 0.91; T cell HTS vesicle-bound %: 18; MT stabilize HCS Hoechst-high %: 3.0; MT stabilize HCS cytotoxicity %: 7.9; Autophagy mod cell loss 18 h: -13

What do the screens show for `N#Cc1ccsc1NC(=O)CN1CCN(Cc2ccccc2)CC1`?
b-catenin transl: -0.6; M17LAP inhibition: -2%; Yfh1-off respiration: inactive; T cell HTS: inactive; MT stabilize HCS: 2.8; P. falciparum M1AAP: 0%; WT yeast gro inh: -2; Autophagy mod: inactive; Dynein transport: 0.12; WT yeast gro inh mutant strain: 0; Dynein transport cytoplasmic EGFP: -0.33; Dynein transport nuclear GR-EGFP: -0.11; Dynein transport cell count: 0.48; b-catenin transl cell count 5 µM: 1159; T cell HTS vesicle-bound %: 39; MT stabilize HCS Hoechst-high %: 1.3; MT stabilize HCS cytotoxicity %: 8.7; Autophagy mod cell loss 18 h: -1

What do the screens show for `CCOc1ccc2ccccc2c1/C=N/NC(=O)CNC(=O)Cc1ccccc1`?
b-catenin transl: -0.5; M17LAP inhibition: -21%; Yfh1-off respiration: inactive; T cell HTS: inactive; MT stabilize HCS: 1.4; P. falciparum M1AAP: 4%; WT yeast gro inh: 16; Autophagy mod: inactive; Dynein transport: 0.62; WT yeast gro inh mutant strain: -6; Dynein transport cytoplasmic EGFP: -0.14; Dynein transport nuclear GR-EGFP: 0.62; Dynein transport cell count: -1.6; b-catenin transl cell count 5 µM: 497; T cell HTS vesicle-bound %: 33; MT stabilize HCS Hoechst-high %: 1.8; MT stabilize HCS cytotoxicity %: 3.8; Autophagy mod cell loss 18 h: 10

What do the screens show for `COC(=O)[C@@H]1C[C@H]2CC[C@H](O)C[C@H]2N1Cc1ccc(C(F)(F)F)cc1`?
b-catenin transl: -0.4; M17LAP inhibition: -3%; Yfh1-off respiration: inactive; T cell HTS: inactive; P. falciparum M1AAP: 2%; Dynein transport: -0.033; Dynein transport cytoplasmic EGFP: -0.78; Dynein transport nuclear GR-EGFP: -0.071; Dynein transport cell count: -0.41; b-catenin transl cell count 5 µM: 1332; T cell HTS vesicle-bound %: 4

What do the screens show for `CCOc1ccc(OCCN(C)Cc2ccccc2)cc1`?
b-catenin transl: -4.0; M17LAP inhibition: 4%; Yfh1-off respiration: inactive; T cell HTS: inactive; MT stabilize HCS: 1.9; P. falciparum M1AAP: 5%; WT yeast gro inh: 6; Autophagy mod: inactive; Dynein transport: -0.64; WT yeast gro inh mutant strain: -31; Dynein transport cytoplasmic EGFP: -0.21; Dynein transport nuclear GR-EGFP: -0.4; Dynein transport cell count: 0.67; b-catenin transl cell count 5 µM: 1185; T cell HTS vesicle-bound %: 11; MT stabilize HCS Hoechst-high %: 1.2; MT stabilize HCS cytotoxicity %: 3.9; Autophagy mod cell loss 18 h: -6

How did CCc1cc(CNC(=O)CC2C(=O)NCCN2CC2CCCCC2)on1 (stereo unspecified) do in these assays?
b-catenin transl: -1.4; M17LAP inhibition: 1%; Yfh1-off respiration: inactive; T cell HTS: inactive; MT stabilize HCS: 1.0; P. falciparum M1AAP: 1%; WT yeast gro inh: 8; Autophagy mod: inactive; Dynein transport: 0.031; WT yeast gro inh mutant strain: -2; Dynein transport cytoplasmic EGFP: -0.18; Dynein transport nuclear GR-EGFP: 0.34; Dynein transport cell count: 0.38; b-catenin transl cell count 5 µM: 1581; T cell HTS vesicle-bound %: 61; MT stabilize HCS Hoechst-high %: 1.0; MT stabilize HCS cytotoxicity %: 4.8; Autophagy mod cell loss 18 h: 33

How did CCOc1ccc(C(C)(N)C(=O)O)cc1 (stereo unspecified) do in these assays?
b-catenin transl: -5.3; M17LAP inhibition: 1%; Yfh1-off respiration: inactive; T cell HTS: inactive; MT stabilize HCS: 3.2; P. falciparum M1AAP: -4%; WT yeast gro inh: -10; Autophagy mod: inactive; Dynein transport: -0.98; WT yeast gro inh mutant strain: -10; Dynein transport cytoplasmic EGFP: -0.26; Dynein transport nuclear GR-EGFP: -0.29; Dynein transport cell count: 0.56; b-catenin transl cell count 5 µM: 1137; T cell HTS vesicle-bound %: 52; MT stabilize HCS Hoechst-high %: 1.2; MT stabilize HCS cytotoxicity %: 7.9; Autophagy mod cell loss 18 h: 4

How did Cc1cc(C(C#N)c2cccc(Cl)c2)n2ncnc2n1 (stereo unspecified) do in these assays?
b-catenin transl: 2.3; M17LAP inhibition: 3%; T cell HTS: inactive; MT stabilize HCS: 2.5; P. falciparum M1AAP: -7%; WT yeast gro inh: 11; Autophagy mod: inactive; Dynein transport: -0.66; WT yeast gro inh mutant strain: 12; Dynein transport cytoplasmic EGFP: -0.16; Dynein transport nuclear GR-EGFP: -1.1; Dynein transport cell count: -0.11; b-catenin transl cell count 5 µM: 1370; T cell HTS vesicle-bound %: 22; MT stabilize HCS Hoechst-high %: 2.0; MT stabilize HCS cytotoxicity %: 8.8; Autophagy mod cell loss 18 h: -3

How did Cc1c(C(=O)OCC2CCCO2)[nH]c2c1C(=O)CC(c1ccco1)C2 (stereo unspecified) do in these assays?
b-catenin transl: 89*; M17LAP inhibition: 1%; Yfh1-off respiration: inactive; T cell HTS: inactive; MT stabilize HCS: 40*; P. falciparum M1AAP: 5%; WT yeast gro inh: 5; Autophagy mod: inactive; Dynein transport: 0.94; WT yeast gro inh mutant strain: 3; Dynein transport cytoplasmic EGFP: -0.29; Dynein transport nuclear GR-EGFP: 0.45; Dynein transport cell count: -0.14; b-catenin transl cell count 5 µM: 786*; T cell HTS vesicle-bound %: 42; MT stabilize HCS Hoechst-high %: 46*; MT stabilize HCS cytotoxicity %: 65*; Autophagy mod cell loss 18 h: 21

How did Cc1cccc(OCc2n[nH]c(=S)n2-c2ccccc2)c1 do in these assays?
b-catenin transl: -0.5; M17LAP inhibition: -7%; Yfh1-off respiration: inactive; T cell HTS: inactive; MT stabilize HCS: 1.3; P. falciparum M1AAP: -1%; WT yeast gro inh: 13; Autophagy mod: inactive; Dynein transport: -1.4; WT yeast gro inh mutant strain: 12; Dynein transport cytoplasmic EGFP: -0.05; Dynein transport nuclear GR-EGFP: -0.47; Dynein transport cell count: 0.98; b-catenin transl cell count 5 µM: 1552; T cell HTS vesicle-bound %: 48; MT stabilize HCS Hoechst-high %: 2.0; MT stabilize HCS cytotoxicity %: 11; Autophagy mod cell loss 18 h: 9

Bioassay records: PubChem BioAssay, several laboratories
